ssDAF-12 act: activators of S. stercoralis DAF-12 nuclear receptor. AID 652126. activation, % at 6.8 µM. HEK293 ssDAF-12/GRIP1 lit1-tk-luc reporter, luminescence; % of 3 µM dafachronic acid response. 370,000 tested, 1% active;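 active means activation above the mean over all tested compounds plus 3 SD, cut at about 0.9% in these data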;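 further: 0% = DMSO-only wells and 100% = 3 µM delta7-dafachronic acid wells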
PLCg1 inh: inhibitors of human phospholipase C gamma1; P19174; purified PLC-gamma1, fluorogenic substrate, fluorescence; inhibition, % at 12.2 µM; 370,000 tested, 0.84% active; AID 720700; in the data active means inhibition above about 9.5%
ADAM17 inh: ADAM17 inhibition, QFRET primary screen | recombinant ADAM17, EDANS/DABCYL FRET peptide cleavage | AID 720648 | inhibition, % at 6.95 µM | 370,000 tested, 0.83% active;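 active means inhibition above the mean of compounds lying between control limits plus 3 SD, set per campaign, cut at about 8.5% in these data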;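 further: 0% = DMSO-only wells as the low control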
DAX1 inh-1: NR0B1 (DAX1) inhibition | P51843 | inhibition, % at 6.75 µM | HEK293 Gal4-DAX1 luciferase reporter, luminescence | AID 504766 | 340,000 tested, 0.99% active;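 active means inhibition above the mean over all tested compounds plus 3 SD, cut at about 4.2% in these data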;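 further: 0% = DAX1-transfected cells with DMSO and 100% = empty-vector control cells with DMSO; inhibition shows as a rise in luminescence from relieved DAX1 repression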
Target sequence (P51843 207-470 limits assumed): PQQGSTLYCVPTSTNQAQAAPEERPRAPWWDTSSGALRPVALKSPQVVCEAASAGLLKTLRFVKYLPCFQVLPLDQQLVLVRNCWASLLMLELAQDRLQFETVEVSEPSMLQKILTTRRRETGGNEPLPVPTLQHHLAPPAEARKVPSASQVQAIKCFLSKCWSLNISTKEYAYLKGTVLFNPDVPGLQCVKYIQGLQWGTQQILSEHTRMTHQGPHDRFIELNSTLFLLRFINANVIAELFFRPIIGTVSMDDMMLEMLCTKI
hcDAF12 agonist: activates DAF-12 receptor from parasite H. contortus | activation, % at 6.8 µM | HEK293 hcDAF-12 lit1-tk-luc reporter, luminescence; 0% DMSO, 100% Δ7-dafachronic acid | 370,000 tested, 1.4% active;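 active means activation above the mean of all tested compounds plus 3 SD, cut at about 5.5% in these data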;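 further: 100% = response to 3 µM Δ7-dafachronic acid high control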
HGIII-sPLA2 inh: Blocks human group III sPLA2 activity | AID 743126 | inhibition, % at 12.2 µM | 370,000 tested, 0.56% active | QFRET BODIPY PC-A2 liposome hydrolysis, fluorescence;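 active means inhibition above mean plus 3 SD of compounds lying within the high and low control bounds, cut at about 19% in these data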;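 further: 0% = median of test compound wells and 100% = no enzyme DMSO wells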
ADAM10 inh: inhibits human ADAM10; O14672; recombinant ADAM10, EDANS/DABCYL FRET peptide cleavage, 3 h; inhibition, % at 7 µM; 370,000 tested, 0.62% active; AID 720582;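 active means inhibition above a per-campaign cutoff equal to the mean of compounds falling between control-based bounds plus 3 SD, cut at about 20% in these data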;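 further: 0% = DMSO wells while the 100% control is not disclosed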
Target sequence (O14672 214-748 limits assumed): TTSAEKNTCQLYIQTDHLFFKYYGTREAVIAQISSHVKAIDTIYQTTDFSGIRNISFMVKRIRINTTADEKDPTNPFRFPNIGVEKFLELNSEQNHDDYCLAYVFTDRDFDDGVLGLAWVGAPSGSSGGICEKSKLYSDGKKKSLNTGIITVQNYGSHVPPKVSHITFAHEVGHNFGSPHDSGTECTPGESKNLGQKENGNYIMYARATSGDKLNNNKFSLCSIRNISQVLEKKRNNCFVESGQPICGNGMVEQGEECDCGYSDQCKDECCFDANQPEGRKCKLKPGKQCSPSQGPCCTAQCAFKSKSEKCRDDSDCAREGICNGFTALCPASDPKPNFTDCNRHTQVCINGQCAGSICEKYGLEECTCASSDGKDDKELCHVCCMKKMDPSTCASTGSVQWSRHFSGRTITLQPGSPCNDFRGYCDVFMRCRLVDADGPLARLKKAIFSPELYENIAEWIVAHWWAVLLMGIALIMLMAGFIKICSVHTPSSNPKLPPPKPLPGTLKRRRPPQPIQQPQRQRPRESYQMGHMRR
hgDAF12 agonist: hgDAF-12 agonism, primary luciferase screen; HEK293 GAL4-hgDAF12 UAS-luciferase reporter, agonist luminescence; normalized to butyrate control; activation, % at 6.8 µM; 370,000 tested, 1.8% active;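 active means activation above a cutoff set at the mean of all screened compounds plus 3 SD, cut at about 10% in these data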;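 further: 0% = DMSO wells and 100% = sodium butyrate wells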
FXN GAA850 act: activators of GAA850 frataxin (FXN) promoter. HEK293 lucGAA850 FXN promoter luciferase reporter, 24 h; percent of 10 µM SAHA response. activation, % at 6 µM. AID 540364. 360,000 tested, 0.56% active;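 active means activation above the average of all compounds screened plus 3 SD, cutoff fixed separately per campaign, cut at about 7.5% in these data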;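 further: 0% = DMSO wells and 100% = 10 µM SAHA wells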
DAX1 inh-2: inhibitors of DAX1 repression of SF-1 activated StAR promoter. HEK293T StAR-luciferase reporter, SF-1/DAX-1 repression relief. AID 652010. inhibition, % at 6.8 µM. 370,000 tested, 1.1% active;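 active means inhibition above the mean over all tested compounds plus 3 SD, cut at about 3.6% in these data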;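 further: 0% = DAX-1 cells with DMSO and 100% = cells lacking DAX-1 with DMSO; higher inhibition means more luminescence from relief of DAX-1 repression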
PLCb3 inh: blocks human PLC-beta3 enzyme activity; Purified PLC-beta3, fluorogenic substrate, fluorescence; 370,000 tested, 0.18% active; inhibition, % at 12.2 µM; in the data active means inhibition above about 11%;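 further: 0% = median of compound wells on plate and 100% = full blocker control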
* hit, by the source's call; . = not tested or not shown.

SMILES	ssDAF-12 act	PLCg1 inh	ADAM17 inh	DAX1 inh-1	hcDAF12 agonist	HGIII-sPLA2 inh	ADAM10 inh	hgDAF12 agonist	FXN GAA850 act	DAX1 inh-2	PLCb3 inh
Cc1occc1C(=O)NNS(=O)(=O)c1ccc(Cl)cc1	-1.1	1	1	1.4	2.1	2	-5	-0.4	-0.3	-0.1	3
CCC(NC(=O)c1cc(COc2ccc(C)nc2)on1)c1ccc(C)cc1 (stereo not given)	-1.5	-2	-3	-0.6	-4.4	-4	-9	-4.9	0.7	-3.7	-7
CC1(C(=O)Nc2ccc3c(c2)OCO3)CCN1C(=O)C1CCCCC1 (stereo not given)	-0.8	4	5	.	-0.4	-6	9	-2.1	0.2	0.8	1
CSc1ccc(CN2CCN(CC=C(C)C)C(CCO)C2)cc1 (stereo not given)	-1.7	-2	-5	-1.0	-1.8	-5	-3	-0.1	1.4	0.7	-10
Cc1ccc(C)c(N(CC(=O)NC2CCCC2)C(=O)CCC(=O)Nc2nccs2)c1	-1.2	1	1	-0.3	0.2	-5	5	4.3	-3.8	0.1	1
COc1ccccc1-c1ocnc1C(=O)Nc1ccc(N2CCOCC2)cc1N1CCOCC1	-0.9	-1	-5	-0.8	2.2	2	-2	-0.4	2.4	0.6	-8
CCN(CCCNC(=O)CCn1c(=O)[nH]c2ccccc2c1=O)c1ccccc1	-0.7	1	2	0.4	-1.4	-2	3	-1.3	-0.5	0.1	0
COc1cccc(C(=O)N(C)CC(=O)Nc2cccc3ccccc23)c1	-1.8	1	-2	1.0	-1.2	3	-6	-0.6	-1.5	0.0	-3
COc1ccc(CC2(CO)CCN(Cc3ccncc3)CC2)cc1	-1.6	-1	-3	-1.5	-1.4	-3	0	-2.4	0.8	-1.0	-6
O=C(Cc1ccccc1F)NNC(=O)c1cccs1	-0.1	2	0	1.1	1.4	1	-6	1.6	1.8	2.0	3
COc1ccc(CCC(=O)N2c3ccccc3N=C(c3ccc(C(F)(F)F)cc3)C2C(=O)NC2CCCC2)cc1 (stereo not given)	-0.1	-5	3	.	2.9	3	1	6.2	.	1.6	-11
C=CCn1c(COc2cccc(C)c2C)nnc1SCC(=O)N1CCN(c2ccccc2)CC1	-2.1	1	-1	-2.8	-4.2	-14	15	-7.9	-1.2	-2.4	-3
COc1ccc(N2CCN(Cc3nc(-c4ccc(Cl)cc4Cl)no3)CC2)cc1	-0.9	-1	-5	-0.2	-0.8	0	-1	-2.5	-3.3	-1.0	-2
CC(C(=O)Nc1ccc(F)c(F)c1F)N(C)CC(=O)Nc1ccccc1Br (stereo not given)	-1.2	2	2	-0.5	-1.6	-12	11	2.6	-0.5	-0.8	5
CNC(=O)C[C@H]1C(=O)N(Cc2ccccc2)C[C@@H]1CSC	-1.1	5	5	0.5	2.0	8	-13	-2.6	-0.8	0.6	-1
O=C(CP(=O)(c1ccccc1)c1ccccc1)Nc1nc2ccc(Cl)cc2s1	-2.1	5	2	1.8	-1.6	-16	11	-3.5	0.7	0.4	-6
CCCC(=O)NC(=S)Nc1ccccc1N1CCOCC1	-1.0	-5	-4	0.1	-2.8	12	-5	-5.1	1.7	-0.4	-2
CCOC(=O)C1CCN(C(=O)c2ccc3c(=O)n4c(nc3c2)CCCCC4)CC1	-0.8	1	-7	-1.1	-1.4	0	2	0.0	-0.1	0.9	-6
CCN1CCN(c2ccc(NC(=O)c3cc(S(=O)(=O)N4CCCC4)ccc3Cl)cc2)CC1	-1.2	-2	-2	0.0	-1.4	1	-5	0.3	1.9	-1.9	-20
CC(C)(C)c1ccccc1OCCOCCNCc1ccccc1	-0.7	2	0	0.9	-1.8	-1	-2	0.2	1.8	0.1	2
COc1ccccc1C(=O)Nc1ccnn1C1CCN(CC2CC=CCC2)CC1 (stereo not given)	-0.6	0	0	0.7	0.0	-8	0	-0.6	-0.1	0.8	-5
O=S(=O)(Nc1cccc(-c2ccc3nncn3n2)c1)c1ccc(Cl)s1	-1.4	-1	-2	-2.1	-1.9	-2	1	-2.5	3.0	0.3	-3
O=c1c2ccc(Cl)cc2[nH]c(=S)n1Cc1cccnc1	-1.0	1	-1	3.0	1.2	7	-5	2.0	-0.4	0.3	-1
CC(C(=O)N1CCN(C=O)CC1)N1C(=O)c2ccccc2C1=O (stereo not given)	-0.5	-3	-5	-1.0	1.0	3	0	3.5	1.0	0.4	1
Cc1cc(=O)oc2cc(NC(=O)c3cc([N+](=O)[O-])ccc3N3CCOCC3)ccc12	0.8	-23	-52	-1.1	-1.2	8	-160	-0.3	-2.1	0.0	-40

An excerpt from above in order of the DAX1 inh-1 value, largest number first:
SMILES	ssDAF-12 act	PLCg1 inh	ADAM17 inh	DAX1 inh-1	hcDAF12 agonist	HGIII-sPLA2 inh	ADAM10 inh	DAX1 inh-2	PLCb3 inh
COc1cccc(C(=O)N(C)CC(=O)Nc2cccc3ccccc23)c1	-1.8	1	-2	1.0	-1.2	3	-6	0.0	-3
CC(C)(C)c1ccccc1OCCOCCNCc1ccccc1	-0.7	2	0	0.9	-1.8	-1	-2	0.1	2
COc1ccccc1-c1ocnc1C(=O)Nc1ccc(N2CCOCC2)cc1N1CCOCC1	-0.9	-1	-5	-0.8	2.2	2	-2	0.6	-8

Continued:
SMILES	ssDAF-12 act	PLCg1 inh	ADAM17 inh	DAX1 inh-1	hcDAF12 agonist	HGIII-sPLA2 inh	ADAM10 inh	hgDAF12 agonist	FXN GAA850 act	DAX1 inh-2	PLCb3 inh
C=CCNC(=O)Nc1ccc(OCC)cc1	-1.1	4	-2	-0.5	0.7	11	-3	1.8	2.5	-0.1	0
CC(=O)N1c2ccc(Cl)cc2C2OCCC2C1c1ccco1 (stereo not given)	-1.3	1	0	1.2	-0.1	1	1	-1.6	-1.0	0.2	-2
COC(=O)c1cc(Cn2nc(C(=O)O)c3ccccc3c2=O)oc1C	-1.4	0	-3	-0.1	0.2	15	-13	2.5	1.3	0.2	-5
COc1ccc(NC(=O)Nc2cnccn2)c(OC)c1	-1.3	1	-7	-0.4	-1.1	5	-5	0.0	3.3	0.6	-6
O=C(NC1CCN(Cc2ccccc2)CC1)C1CCCN(c2nnc(-n3cccc3)s2)C1 (stereo not given)	0.5	-2	-5	-0.3	2.6	-3	-9	11*	-2.4	1.6	-1
Cc1onc(C(=O)N2CCN(c3ccccc3F)CC2)c1-c1ccccc1Cl	-1.7	3	1	-0.6	0.1	-5	0	-2.0	2.3	0.7	1
Cc1cc(NC(=O)c2cc(-c3ccc(OC(C)C)cc3)nc3ccccc23)no1	-1.1	-210	-64	-0.5	0.1	-1	-193	1.2	1.5	-0.5	-321
COc1ccc(/C=N/NC(=O)c2ccco2)cc1COc1ccc(F)cc1	-0.7	-11	-6	0.8	0.5	-3	-9	4.1	2.3	-3.9	-9
O=C(NCc1ccc(F)cc1)c1ccc(S(=O)(=O)Nc2cccc(C(F)(F)F)c2)cc1	-1.3	-2	8	-1.6	-1.7	-45	27*	-3.3	-1.2	-0.8	1
Clc1ccc(-c2cc3nc(NCc4cccc(Cl)c4)ccn3n2)cc1	0.1	-59	-25	.	3.7	-3	-63	14*	2.2	3.9*	-91
CCSc1cc(C2C(C#N)=C(N)OC(C)=C2C(=O)OC)c(C)o1 (stereo not given)	-0.8	-10	0	-1.0	2.0	-16	2	0.5	0.4	0.1	-13
COc1ccc(/C=C/C(=O)OCC(=O)Nc2cc(C(N)=O)cc(C(N)=O)c2)cc1	-1.8	2	-4	0.3	-0.4	4	-11	-3.9	2.5	-0.4	-5
Cc1ccc(CNC(=O)C2CCC(=O)N(CCc3ccccc3)C2)s1 (stereo not given)	-0.5	-3	-2	3.3	-0.3	5	-4	2.3	1.2	-0.1	-9
Clc1cccc(OCc2nc(-c3ccncc3)no2)c1	-1.1	1	0	0.8	1.0	-5	3	2.6	2.5	-0.4	3
O=S(=O)(Nc1nc2ccccc2nc1Nc1cccc(S(=O)(=O)N2CCCCC2)c1)c1ccccc1	-0.4	-14	-9	-1.0	4.3	-7	-33	-2.7	-0.9	-0.1	-17
O=c1c2c(-c3ccc([N+](=O)[O-])cc3)ccnc2[nH]n1-c1ccccc1	-1.7	0	-2	1.4	-1.1	-5	1	1.6	0.0	0.0	1
CC(=O)NC(c1cccc(F)c1)c1nc(-c2ccoc2)cs1 (stereo not given)	-1.3	0	-4	.	-0.8	-4	-5	-0.2	1.1	-0.9	0
CCCCOC(=O)c1ccc(NC(=O)C(=O)NCc2ccncc2)cc1	-1.3	4	2	-1.8	0.3	-13	8	-1.3	-2.2	-2.1	2
CCN1CCN(CC(=O)Nc2sc3c(c2C#N)CCC3)CC1	-0.5	-1	-1	0.2	-1.3	0	-1	-1.1	1.8	-0.2	1
N#Cc1cccc(CN2CCC(=O)N([C@H](CO)c3ccccc3)CC2)c1	-1.2	0	-3	-0.2	0.6	9	3	2.0	0.4	-0.5	3
O=C(NNC1CC(=O)N(c2ccc(Cl)cc2)C1=O)c1ccccc1Cl (stereo not given)	-1.5	-3	-6	0.2	2.9	-4	-3	2.5	0.8	-0.7	-8
COc1cc(/C=N/Nc2nc3ccccc3s2)cc([N+](=O)[O-])c1O	0.1	0	-1	1.6	4.0	7	-11	2.4	1.4	0.7	-8
Cn1c(=O)cc(OCC(=O)Nc2ccccn2)c2ccccc21	-1.0	2	3	0.6	-1.7	13	-13	-3.4	-1.4	0.2	6
CCN(CC)c1ccc(N2C(=O)/C(=C\c3cccs3)SC2=S)cc1	-0.8	-1	-2	1.5	0.2	10	1	-1.5	-1.1	-0.4	3
c1ccc(CN2CCC3(CCCc4ccccc43)CC2)cc1	-0.8	9	6	-0.6	0.1	0	4	-1.8	-7.7	-0.8	6
CC(C)(C)c1ccc(-c2nnc3n2N=C(c2ccc4ccccc4c2)CS3)cc1	-1.4	4	-3	.	0.6	15	-7	-0.3	.	0.2	-3
COc1ccc(Cl)cc1-n1c(C)cc(C(=O)OCC(=O)N2CC(=O)Nc3ccccc32)c1C	-1.3	0	8	0.8	-1.0	-22	18	-0.8	1.7	-0.1	0
CCn1c(NCc2cc(OC)ccc2OC)nc2ccccc21	-1.0	4	1	0.9	-0.2	-1	6	5.0	0.0	0.0	1
Cc1ccc(C(=O)OCC(=O)Nc2ccc3c(c2)OCCO3)cc1C	-1.1	-4	-2	0.7	-0.8	-3	-1	-1.9	0.3	-2.4	-3

Arranged by SMILES length (rising): four of the compounds above.
SMILES	ssDAF-12 act	PLCg1 inh	ADAM17 inh	DAX1 inh-1	hcDAF12 agonist	HGIII-sPLA2 inh	ADAM10 inh	hgDAF12 agonist	FXN GAA850 act	DAX1 inh-2	PLCb3 inh
CCN1CCN(CC(=O)Nc2sc3c(c2C#N)CCC3)CC1	-0.5	-1	-1	0.2	-1.3	0	-1	-1.1	1.8	-0.2	1
COC(=O)c1cc(Cn2nc(C(=O)O)c3ccccc3c2=O)oc1C	-1.4	0	-3	-0.1	0.2	15	-13	2.5	1.3	0.2	-5
Cc1onc(C(=O)N2CCN(c3ccccc3F)CC2)c1-c1ccccc1Cl	-1.7	3	1	-0.6	0.1	-5	0	-2.0	2.3	0.7	1
CC(C)(C)c1ccc(-c2nnc3n2N=C(c2ccc4ccccc4c2)CS3)cc1	-1.4	4	-3	.	0.6	15	-7	-0.3	.	0.2	-3

Bioassay records: PubChem, The Scripps Research Institute Molecular Screening Center
